Screening results as filed in PubChem.
ALDH1A1 inh – ALDH1A1 (human) enzyme inhibition. Purified ALDH1A1, NADH fluorescence, propionaldehyde substrate. Potency, µM (top dose mostly 75.3 µM), for the others: top-dose activity, negative = inhibition, usual class: inhibitors. actives 7.3% (n = 220,000). AID 1030;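 further: plate controls were no enzyme wells and a reference inhibitor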
Target sequence (P00352 whole entry, looked up): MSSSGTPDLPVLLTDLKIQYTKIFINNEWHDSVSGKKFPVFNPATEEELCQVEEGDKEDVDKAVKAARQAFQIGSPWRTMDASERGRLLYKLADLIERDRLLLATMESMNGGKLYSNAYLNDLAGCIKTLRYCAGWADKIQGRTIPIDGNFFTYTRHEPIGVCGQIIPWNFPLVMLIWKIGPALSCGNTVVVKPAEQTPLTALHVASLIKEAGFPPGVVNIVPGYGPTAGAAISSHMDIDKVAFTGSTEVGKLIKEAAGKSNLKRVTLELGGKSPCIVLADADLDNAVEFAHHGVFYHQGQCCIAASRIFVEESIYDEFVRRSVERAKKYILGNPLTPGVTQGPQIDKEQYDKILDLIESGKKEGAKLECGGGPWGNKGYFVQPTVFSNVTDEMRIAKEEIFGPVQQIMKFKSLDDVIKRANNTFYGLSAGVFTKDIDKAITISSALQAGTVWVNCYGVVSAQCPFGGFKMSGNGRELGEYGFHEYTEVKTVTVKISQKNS
JMJD2E inh – JMJD2E (human) inhibition; JMJD2E catalytic domain, FDH-coupled NADH fluorescence (FDH is formaldehyde dehydrogenase); Potency, µM (top dose mostly 57.1 µM), without a hit: top-dose activity change, negative = inhibition, hits mostly inhibitors; actives 1.6% (n = 230,000);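 further: 0% = wells with enzyme and -100% = buffer wells without enzyme; nearly all actives have a fitted effect of over 50% in size; many of its hits are not listed in these tables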
Target sequence (B2RXH2 1-337 limits assumed): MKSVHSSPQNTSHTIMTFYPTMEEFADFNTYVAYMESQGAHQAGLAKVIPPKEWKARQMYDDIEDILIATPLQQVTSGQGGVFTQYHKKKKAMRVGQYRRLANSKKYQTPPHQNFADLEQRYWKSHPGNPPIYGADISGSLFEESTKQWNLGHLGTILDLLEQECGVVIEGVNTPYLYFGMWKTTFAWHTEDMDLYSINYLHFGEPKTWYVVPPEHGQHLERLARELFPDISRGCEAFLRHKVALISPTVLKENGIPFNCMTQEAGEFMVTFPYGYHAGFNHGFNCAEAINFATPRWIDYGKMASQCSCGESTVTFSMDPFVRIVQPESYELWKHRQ
Tau ThT inhib – blocks human tau fibril formation measured by thioflavin T; recombinant tau K18 P301L, heparin-induced fibrillization, ThT fluorescence; Potency, µM (titrated, usually from 57.4 µM), without a hit: at the top dose activity, negative = inhibition, actives largely listed as inhibitors; actives 2.1% (n = 270,000); AID 1460; active means well fitted inhibition curve with a large enough effect; inconclusive means small, poorly fitted or top-dose-only effect; further: nearly all actives have a fitted effect of over 55% in size
Target sequence (P10636 561-689 P618L limits assumed): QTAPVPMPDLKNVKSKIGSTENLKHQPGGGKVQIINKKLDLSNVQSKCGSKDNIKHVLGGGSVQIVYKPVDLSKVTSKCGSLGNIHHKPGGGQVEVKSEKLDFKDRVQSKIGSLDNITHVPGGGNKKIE
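Using a mix of unlabeled (15 uM) and Alexa 594-labeled (0.24 uM) tau K18 P301L, heparin-triggered fibrillization over 6 hr at 37 C was scored by ThT fluorescence.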
RECQ1 helicase – RECQ1 (human) helicase inhibition. P46063. RECQ1 DNA unwinding, red fluorescence kinetic read. Potency, µM (series often up to 57.3 µM), inactives show top-dose activity, negative = inhibition, most hits filed as inhibitors. actives 0.54% (n = 240,000). AID 2549; active means well fitted inhibition curve with a large enough effect; inconclusive means small, poorly fitted or top-dose-only effect;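 further: plate controls were vehicle for no effect and no enzyme for full effect; nearly all actives have a fitted effect of over 30% in size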
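50 nM RECQ1T1 preincubated 15 min with compound in Tris pH 8.0 buffer with MgCl2, DTT, Tween-20 and 2.5 ug/ml poly(dI-dC); started with 200 nM TAMRA/BHQ-2 forked duplex and 2 mM ATP. Unwinding read as fluorescence (525/598 nm), two reads 2 h apart.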
LMNA splice mod – LMNA splicing modulation. HeLa LMNA splicing GFP/RFP minigene ratio, 48 h. Potency, µM (doses to about 46.1 µM), for the others: top-dose ratio change, negative = inhibition, usual class: inhibitors. actives 0.01% (n = 200,000); active means well fitted inhibition curve with a large enough effect in the signal ratio, with a control signal flat, not every such curve was filed as active; inconclusive means small, poorly fitted or top-dose-only effect, or effect the other way, or a change in a side signal; the % refers to the signal ratio
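S3 HeLa cells stably expressing lamin A-EGFP splicing minigene plus DsRed2, 600 cells/well, 48 h compound exposure at 37C. Laser-scanning cytometry; analysed as GFP (500-530 nm)/RFP (575-640 nm) total intensity ratio; 0.5% DMSO vehicle.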
Numbers without * were called inactive; i = inactive; u = inconclusive; x = no result given; & = joins results of further samples. Unless noted, the call rests on the fitted dose curve; in most records, active means well fitted inhibition curve with a large enough effect (not every such curve was filed as active); inconclusive means small, poorly fitted or top-dose-only effect, or another doubt; inactive means no such curve, though single readings can be large or run the other way. Unless noted, on the % scale 0 is the no-effect control and ±100 the full control effect; potency means the concentration at half of the fitted maximal effect.

canonical_smiles,ALDH1A1 inh,JMJD2E inh,Tau ThT inhib,RECQ1 helicase,LMNA splice mod
COc1ccc(CNc2ccnc(-c3cccc(C#N)c3)n2)c(OC)c1,u,x,x,i,u
CN1CCN(c2ncc3ncc(=O)n(C[C@H]4CCCO4)c3n2)CC1,u,x,x,-7%,-8%
COc1cccc(Cn2c(=O)c(CCc3ccccc3)nc3cncnc32)c1,-9%,x,x,i,u
COc1ncc2nc(-c3cccs3)c(=O)n(C)c2n1,u,x,x,i,-10%
Cc1ccc(C(=O)c2ccc(C(F)(F)F)cc2)cc1,0%,-5%,x,-14%,x
COC(C[C@H](O)[C@H](C)[C@H](O)COCc1ccccc1)OC,x,-6%,15%,i,x
O=C(NNS(=O)(=O)c1ccc(Cl)cc1)c1cccc(S(=O)(=O)N2CCOCC2)c1,x,0%,-6%,i,x
NCCCC[C@H]1CNC(=O)C(=O)N1CCCCC1CCCCC1,x,8%,7%,i,x
Cc1c(C(=O)N2CCCc3ccccc32)sc2nc(-c3ccccc3)cn12,x,-4%,1%,i,x
COC(=O)c1cc(N=Nc2sc(N)nc2C)cc(C(=O)OC)c1,x,-18%,16µM*,i,x
CCCCNC(=O)c1onc(CSc2ccc(F)cc2)c1C(=O)NCCCC,x,6%,-5%,i,x
CCCCN1C(=S)NC[C@@H]1Cc1ccc(O)cc1,x,-8%,0%,-16%,x
C=CCCN(Cc1ccccc1)S(=O)(=O)c1ccccc1Br,x,14%,-6%,-16%&-16%,x
C/C=C\C(=O)Nc1cccc(C2=NOC3(C2)C[C@@H](C(N)=O)N(C(=O)c2ccccc2)C3)c1 (stereo partly drawn),x,5%,3%,i,x
C=CC(COCc1ccccc1)N(C(=O)OC(C)(C)C)S(=O)(=O)c1ccccc1Br (stereo not drawn),x,-6%,6%,-13%,x
COc1cc(OC)c2ccc(=O)oc2c1C(CCN1CCN(c2ccccc2)CC1)c1ccc(N(C)C)cc1 (stereo not drawn),x,u,u,0%,x
COc1cc2oc(=O)ccc2c(OC)c1CC(O)C(C)(C)O (stereo not drawn),x,u,10%,i,x
O=C(O)c1cccc(CSc2ncn[nH]2)c1,x,3%,-2%,10%,x
O=c1cc(CN2CCN(Cc3ccccc3)CC2)c2cc3c(cc2o1)CCC3,x,u,-12%,-9%,x
COc1ccc2oc(C(=O)OC/C(O)=C(\C#N)c3nc4ccccc4[nH]3)c(C)c2c1,x,-19%,-7%,i,x
CCOc1ccc(CCN2C(=O)C(=O)N([C@H](CCCN(C)Cc3ccccc3)CNCc3ccccc3)C[C@@H]2C(C)C)cc1,x,-4%,-1%,i,x
CC1(C)[C@@H](O)CC[C@]2(C)C3C(O)C=C4[C@H]5C[C@@](C)(C(=O)O)CC[C@]5(C)CC[C@]4(C)[C@]3(C)CC[C@@H]12 (stereo partly drawn),x,-7%,-17%,i,x
C=C(C)C(=O)Nc1cccc(C2=NOC3(C2)C[C@H](C(N)=O)N(C(=O)c2ccccc2)C3)c1 (stereo partly drawn),x,2%,-3%,i,x
CCN(CC)CCC(c1cc(OC)c(OC)c(OC)c1)c1c(OC)cc(OC)c2c(C)cc(=O)oc12 (stereo not drawn),x,u,-12%,-8%,x
CCOc1ccc2nc(NCCCNC(=O)c3cc(OC)c(OC)c(OC)c3)c(C#N)cc2c1,x,u,11%,i,x
NS(=O)(=O)c1ccc(CNC(=O)c2cc(-c3cccs3)nc3ccccc23)cc1,x,u,5%,-7%,x
CCN1C/C(=C/c2sccc2C)c2nc3ccccc3c(C(=O)O)c2C1,x,-5%,u,i,x
Clc1ccc(Oc2nc3c(Cl)cccc3s2)cc1Cl,x,-2%,-5%,6%,x
O=C(Nc1ccc(O)c2c(=O)cc(-c3cccc(Cl)c3)oc12)c1cccc(Cl)c1,x,1%,-9%,i,x
COc1cc(NC(=O)c2n[nH]c(=O)c3ccccc23)cc(OC)c1,x,111%,2%,i,x
C/C(=N\Nc1ccc(S(N)(=O)=O)cc1[N+](=O)[O-])c1ccco1,x,-17%,5µM*,0%,x
CC[C@@H]1CC=C[C@H]2[C@H]1C(=O)N(Cc1ccccc1)[C@H]2c1ccc2ccccc2c1,x,2%,-7%,i,x
O=C(CSc1nnc2sc3ccccc3n12)NCc1ccc2c(c1)OCO2,x,-5%,-6%,i,x
O=C(NCc1cccc(C(F)(F)F)c1)C1CC(c2cccc(F)c2)=NO1 (stereo not drawn),x,2%,6%,-14%,x
CO[C@H]1C[C@@H]2CC[C@@H](C)[C@@](O)(O2)C(=O)C(=O)N2CCCC[C@H]2C(=O)O[C@H]([C@H](C)C[C@@H]2CC[C@@H](O)[C@H](OC)C2)CC(=O)[C@H](C)C=C(C)[C@@H](O)[C@@H](OC)C(=O)[C@H](C)C[C@H](C)C=CC=CC=C1C,x,-5%,u,i,x
O=C(/C=C/c1cccs1)N1CCC2(CC1)Oc1ccc(Cl)cc1C(=O)C21CC(c2cccnc2)=NO1 (stereo not drawn),x,4%,-7%,i,x
Cc1cccc(NC(=O)c2nc[nH]c2C(=O)N[C@@H](CC(C)C)C(=O)OCc2ccccc2)c1,x,-20%,9%,-15%,x
NC(=O)CC(NC(=O)Cc1ccc(Br)cc1)c1ccc(N2CCC(Cc3ccccc3)CC2)c([N+](=O)[O-])c1 (stereo not drawn),x,-5%,-17%,i,x
C/C=C\C=C/C(=O)Nc1cccc(C2=NOC3(C2)C[C@@H](C(N)=O)N(C(=O)CCCCC)C3)c1 (stereo partly drawn),x,5%,4%,-8%,x
O=C(Nc1nnc(-c2ccc(Cl)cc2)o1)C1CCCCC1,x,-4%,17%,6%,x
Cc1ccc(S(=O)(=O)N2CCCCC2)cc1NC(=O)CSc1nnnn1C,x,-23%,-2%,i,x
CC1CCCN(C(=O)CN2CCC(c3nc4ccc(Cl)cc4[nH]3)CC2)C1 (stereo not drawn),x,9%,-2%,i,x
O=[N+]([O-])c1ccc2c(c1)C(O)n1nc(-c3ccccc3)nc1S2 (stereo not drawn),x,6%,u,-7%,x
CC(C)CCNC(=O)C1CC(c2ccc(C(F)(F)F)cc2)=NO1 (stereo not drawn),x,1%,2%,i,x
COc1cc(CCCN2C(=O)C(=O)NC[C@@H]2C(C)O)cc(OC)c1OC (stereo partly drawn),x,9%,13%,-4%,x
Cc1ccc(NC(=O)C(C)S)cc1 (stereo not drawn),x,-12%,u,i,x
CCOC(=O)c1c(NC(=O)CSc2nnc(C)o2)sc(C)c1C,x,-1%,2%,18%,x
CCc1ccc(Nc2n[n+](C)c(-c3ccc(C(=O)O)cc3)s2)cc1,x,u,1%,i,x
CN(C)c1ccc(/C=C2/C=C(c3ccc4c(c3)CCCC4)OC2=O)cc1,x,-2%,3.2µM*,6%,x
CNc1ncc(C(=O)c2ccc(-c3ccccc3)cc2)s1,x,-24%,-15%,17%,x
C=CCNC(=O)c1onc(CSc2cc(C)cc(C)c2)c1C(=O)NCC=C,x,4%,-1%,i,x
Cc1nonc1NC(=O)CSc1nc(C23CC4CC(CC(C4)C2)C3)nc2ccccc12,x,-1%,-7%,-11%,x
NC(=O)CC(NC(=O)Cc1cccc2ccccc12)c1ccc(N2CCN(c3ccc(F)cc3)CC2)c([N+](=O)[O-])c1 (stereo not drawn),x,-3%,u,-17%,x
Cc1cc(/C=N/Nc2nc(N)ncc2[N+](=O)[O-])c(C)n1-c1cccc(C(F)(F)F)c1,x,-24%,u,i,x
C[C@@H]1C=C(C(=O)NC2CC2)O[C@H](OCc2ccc(CO)cc2)C1,x,9%,8%,i,x
COC(=O)[C@H](CCSC)NS(=O)(=O)c1ccccc1Br,x,-4%,8%,u,x

Other compounds:
canonical_smiles,ALDH1A1 inh,JMJD2E inh,Tau ThT inhib,RECQ1 helicase,LMNA splice mod
O=C1NN(c2cccc(Br)c2)C(=O)/C1=C/c1ccc(-c2cc([N+](=O)[O-])ccc2O)o1,x,5%,2.8µM*,20µM*,x
CC(C)n1cnc2c(Nc3cccc(F)c3)nc(NCCO)nc21,x,-23%,-15%,i,x
CC1Cc2ccccc2N1CC(=O)Nc1ccc(S(=O)(=O)N(C)C)cc1 (stereo not drawn),x,-10%,-12%,i,x
CCN(CC)C(=O)CSc1nnc(-c2ccccn2)n1-c1ccccc1OC,x,4%,1%,-6%,x
CCSc1nnc(Cc2cc(=O)[nH]c(=O)[nH]2)n1-c1ccc(Cl)cc1,x,27%,0%,1%,x
C=C(C)C(=O)N1CC2(CC(c3cccc(NC(=O)/C(C)=C\C)c3)=NO2)C[C@H]1C(N)=O (stereo partly drawn),x,7%,6%,-10%,x
Cc1ccc(NC(=O)C2CC(=O)Nc3ncnn32)cc1Cl (stereo not drawn),x,-12%,6%,-10%,x
CCOc1cccc(NC(=O)c2ccc(S(=O)(=O)N3CCCC3)cc2)c1,x,-11%,u,13µM*,x
COc1cc(Cl)ccc1NC(=S)N(CCN(C)C)C(C)c1ccncc1 (stereo not drawn),x,-6%,-7%,i,x
CN(Cc1cccs1)C(=O)c1ccc(S(=O)(=O)NCc2ccco2)cc1,x,4%,3%,6%,x
O=C(COC(=O)CSc1nnc(-c2ccc(Cl)cc2)o1)Nc1cc(Cl)ccc1Cl,x,-9%,-3%,6%,x
CCC(C)[C@H]1CNC(=O)C(=O)N1CCCc1cc(OC)c(OC)c(OC)c1 (stereo partly drawn),x,-7%,4%,-2%,x
CCOC(=O)c1ccc(NC(=O)c2nc[nH]c2C(=O)N[C@@H](Cc2ccccc2)C(=O)OC(C)(C)C)cc1,x,u,u,0%,x
COc1ccc(C(=O)Nc2ccc(O)c3c(=O)cc(-c4cccc(Cl)c4)oc23)cc1,x,8%,-17%,i,x
O=C(NCc1nc2ccccc2[nH]1)C1=C[C@@H](C2CCCCC2)C[C@@H](OCCCCO)O1,x,15%,-8%,-19%,x
C#CCOCCOCCOCCNc1nc(N2CCN(C(=O)[C@H](CCC(=O)O)n3cc(C(N)CO)nn3)CC2)nc(N2CCN(C(=O)[C@H](CCC(=O)O)n3cc(C(N)CC(C)C)nn3)CC2)n1 (stereo partly drawn),x,22µM*,2%,-15%,x
COC(C[C@H]1O[C@H]1C(=O)COCc1ccccc1)OC,x,5%,-6%,i,x
COc1ccc(CCNC(=O)CCn2c(SCC(=O)N3CCCC3)nc3ccccc3c2=O)cc1OC,x,-2%,-5%,i,x
O=C(N/N=C/c1cccc(NC(=O)c2ccc(Cl)cc2)c1)c1ccc(O)cc1,x,-5%,7%,18µM*,x
NC(=O)CC(NC(=O)c1ccc(Br)cc1)c1ccc(N2CCN(c3ccc(F)cc3)CC2)c([N+](=O)[O-])c1 (stereo not drawn),x,-18%,u,21%,x
Cc1nc(C2CCC3C4CCC5=CC(=O)CC[C@]5(C)C4CC[C@]23C)cs1 (stereo partly drawn),x,-4%,u,0%,x
CN1C(=O)C2(NC(=O)c3ccccc3N2C)c2ccccc21 (stereo not drawn),x,-10%,-1%,3%,x
COc1ccc(C2/C=C\CN(S(=O)(=O)c3cccs3)CC(=O)N2Cc2ccc(F)cc2)cc1 (stereo not drawn),x,0%,9%,-14%,x
O=C(CSc1nnnn1C1CCCC1)Nc1ccccc1F,x,2%,1%,i,x
O=C(CCn1cnc2ccccc21)N/N=C/C=C/c1ccccc1,x,5%,5%,6%,x
Cc1ccc(-c2csc3nc4cc(C(N)=O)ccc4c(=O)n23)cc1,x,u,3%,-5%,x

These rows are one share of the data; the hit share may differ from the screen's.
